TCR-CD3 inh = human TCR-CD3 binding inhibition; AID 651800; TAMRA-labeled TCR probe fluorescence, biochemical; actives 0.37% (n = 360,000); inhibition, % at 9.4 µM; in the data active means inhibition above about 19%;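 further: recombinant mutant TCR 2C K166C tagged with TAMRA read by polarization; 0% = receptor in buffer alone and 100% = receptor with positive control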
HTRA1 inh = inhibitors of human serine peptidase HTRA1 | inhibition, % at 5.96 µM | recombinant HTRA1, FP-rhodamine activity-based probe, fluorescence polarization | actives 0.5% (n = 340,000) | Q92743; in the data active means inhibition above about 36%;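 further: 0% = enzyme with DMSO and 100% = wells lacking enzyme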
SIAE inh = blocks human sialic acid acetylesterase. actives 0.69% (n = 370,000). inhibition, % at 9.66 µM. AID 1053197. Q9HAT2. SIAE FP-Rh probe binding, fluorescence polarization;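 active means inhibition above a cutoff: mean of compounds within the control limits plus 3 SD of those, cut at about 17% in these data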;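 further: 0% = plate median of compound wells and 100% = probe without SIAE protein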
Target sequence (Q9HAT2 whole entry, looked up): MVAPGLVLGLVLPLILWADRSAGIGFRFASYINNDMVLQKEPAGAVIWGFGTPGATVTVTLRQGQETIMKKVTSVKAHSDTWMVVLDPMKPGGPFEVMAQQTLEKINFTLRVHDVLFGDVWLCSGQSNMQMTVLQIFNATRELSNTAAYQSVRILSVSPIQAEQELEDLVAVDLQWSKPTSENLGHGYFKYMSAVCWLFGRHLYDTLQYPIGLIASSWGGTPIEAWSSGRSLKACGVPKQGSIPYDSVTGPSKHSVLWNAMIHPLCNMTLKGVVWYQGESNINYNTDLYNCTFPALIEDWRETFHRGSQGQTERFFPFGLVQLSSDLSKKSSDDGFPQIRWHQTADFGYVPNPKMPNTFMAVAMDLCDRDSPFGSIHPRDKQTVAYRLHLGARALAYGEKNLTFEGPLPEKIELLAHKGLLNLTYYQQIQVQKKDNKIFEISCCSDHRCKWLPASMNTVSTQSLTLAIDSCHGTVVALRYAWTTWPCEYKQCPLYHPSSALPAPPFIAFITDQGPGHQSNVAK
NR1D1 modulator = modulates human Rev-erb alpha binding to DNA. Rev-erbα–FITC-DNA binding, fluorescence polarization, 90 min. activity, % at 10 µM. actives 0.79% (n = 370,000). AID 1259318;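 active means activity above about 14%, limit read from the data; passing the limit was not always enough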;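 further: 0% = DMSO wells with 35 nM protein and 100% = DMSO wells with 750 nM protein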
Target sequence (P20393 whole entry, looked up): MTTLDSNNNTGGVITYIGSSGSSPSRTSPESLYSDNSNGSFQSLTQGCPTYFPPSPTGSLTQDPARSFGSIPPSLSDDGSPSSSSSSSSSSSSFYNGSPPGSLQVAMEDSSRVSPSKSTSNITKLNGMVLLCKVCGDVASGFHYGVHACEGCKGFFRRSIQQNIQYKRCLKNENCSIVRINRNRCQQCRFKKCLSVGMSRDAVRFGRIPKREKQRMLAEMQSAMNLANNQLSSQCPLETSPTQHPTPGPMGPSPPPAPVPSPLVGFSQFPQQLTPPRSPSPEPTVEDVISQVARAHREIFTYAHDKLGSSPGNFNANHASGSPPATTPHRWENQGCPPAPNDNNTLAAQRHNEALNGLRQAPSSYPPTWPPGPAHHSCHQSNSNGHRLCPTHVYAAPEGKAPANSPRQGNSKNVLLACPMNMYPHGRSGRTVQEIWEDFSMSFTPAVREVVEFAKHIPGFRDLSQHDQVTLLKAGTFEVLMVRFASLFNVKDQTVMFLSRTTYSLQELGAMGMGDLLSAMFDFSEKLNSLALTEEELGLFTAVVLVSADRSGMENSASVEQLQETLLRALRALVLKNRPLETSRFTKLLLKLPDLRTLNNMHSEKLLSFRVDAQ
TDP2 absorb = TDP2 (human) inhibition, absorbance primary screen; recombinant TDP2, T5PNP hydrolysis, p-nitrophenol absorbance 415 nm; AID 720702; actives 0.34% (n = 370,000); inhibition, % at 12.8 µM;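 active means inhibition above the mean of all tested compounds plus 3 SD, set per campaign, cut at about 25% in these data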;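 further: 0% = DMSO with enzyme and 100% = buffer with substrate but no TDP2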
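Evaluation: % inhibition relative to enzyme-containing and enzyme-free wells. Material: recombinant human TDP2. Benchmarks: enzyme-free and DMSO wells. Timing: enzyme reaction with compound for 2 h at 37 °C. Compound dosing: 12.8 µM only. Measured by: p-Nitrophenol epi absorbance. Reagent: T5PNP substrate at 5 mM, a TopII-DNA adduct mimic. Replication: single well per compound.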
rCAG binder = molecules binding r(CAG) RNA repeats | inhibition, % at 3 µM | actives 1.3% (n = 370,000) | r(CAG) RNA repeat, TO-PRO-1 dye displacement fluorescence;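 active means inhibition above the plate cutoff, the mean of all test compounds on that plate plus 3 SD, cut at about 35% in these data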;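 further: 0% = DMSO alone and 100% = 100 µM mitoxantrone as full dye displacement; higher means more dye released from RNA so lower well fluorescence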
LEDGF integ inh = blocks HIV-1 LEDGF/p75-dependent DNA integration; TR-FRET IN-LEDGF/p75 DNA integration, Eu/Cy5; inhibition, % at 3.7 µM; actives 0.64% (n = 370,000); AID 743269;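 active means inhibition above the screen-wide mean plus 3 SD, cut at about 13% in these data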;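 further: signal is the Cy5 over europium emission ratio at 671 and 618 nm; 0% = plate median of compound wells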
PRMT1 FP inh = inhibitors of human PRMT1; actives 1.3% (n = 370,000); recombinant PRMT1, activity-based probe fluorescence polarization; inhibition, % at 2.79 µM; Q99873;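 active means inhibition above about 21% made by adding two undisclosed values, limit read from the data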
PG9 Ab binder = binds the HIV-1 gp120 antibody PG9. TR-FRET gp120-PG9 antibody binding. inhibition, % at 6.7 µM. actives 0.43% (n = 360,000); in the data active means inhibition above about 8.5%
ABHD4 inh = inhibitors of mouse ABHD4; AID 720543; actives 0.54% (n = 370,000); inhibition, % at 8.92 µM; Q8VD66; purified mABHD4, FP-Rh probe fluorescence polarization;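 active means inhibition exceeding the mean over every tested compound plus 3 SD, cut at about 30% in these data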;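 further: 0% = plate median of compound wells and 100% = S159A mutant with DMSO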
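Doses – 8.92 µM, single dose · Material – wild-type mouse ABHD4 protein · Replication – single well per compound (singlicate) · Measure – percent inhibition of probe binding, normalized to plate controls · Schedule – 45 min compound pre-incubation plus 60 min probe step, 25 °C · Detection – fluorescence polarization with parallel and perpendicular emission, 525/598 nm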
* = called active by the depositor. Not all compounds are listed; the hit share may differ from the screen's.

Results for O=C(c1ccc(=O)[nH]c1)N(c1ccccc1)C(CCc1ccccc1)c1nc2ccccc2[nH]1 (stereo not given) ?
TCR-CD3 inh: 8; SIAE inh: -8; NR1D1 modulator: -2; TDP2 absorb: -1; rCAG binder: 6; LEDGF integ inh: 2; PRMT1 FP inh: -1; PG9 Ab binder: -1.0; ABHD4 inh: 15

What do the screens show for `N/C(=N\NC(=O)Nc1ccc(Cl)cc1)c1ccccn1`?
TCR-CD3 inh: -7; HTRA1 inh: 9; SIAE inh: 5; NR1D1 modulator: -3; TDP2 absorb: -2; rCAG binder: 1; LEDGF integ inh: 6; PRMT1 FP inh: -3; PG9 Ab binder: 0.3; ABHD4 inh: 6

How did C=CCN1C(=O)C(CCCC)NC1=S (stereo not given) do in these assays?
TCR-CD3 inh: 8; HTRA1 inh: -1; SIAE inh: -1; NR1D1 modulator: 5; TDP2 absorb: 2; rCAG binder: -16; LEDGF integ inh: 0; PRMT1 FP inh: 0; PG9 Ab binder: 0.4; ABHD4 inh: -1

How did Cc1ccc(N)cc1CN1CCCC1=O do in these assays?
TCR-CD3 inh: 1; HTRA1 inh: 0; SIAE inh: 2; NR1D1 modulator: 1; TDP2 absorb: -8; rCAG binder: -4; LEDGF integ inh: -6; PRMT1 FP inh: 0; PG9 Ab binder: -1.8; ABHD4 inh: 0

How did COc1cc(CNc2ccc3[nH]c(=O)[nH]c3c2)ccc1OCc1ccccc1Cl do in these assays?
TCR-CD3 inh: -3; HTRA1 inh: 9; SIAE inh: 9; NR1D1 modulator: 5; TDP2 absorb: 3; rCAG binder: 4; LEDGF integ inh: 1; PRMT1 FP inh: 9; PG9 Ab binder: 0.6; ABHD4 inh: 15

What do the screens show for `Clc1ccc(OC2CCN(Cc3nc(CC4CC4)no3)CC2)cc1`?
TCR-CD3 inh: -1; HTRA1 inh: 0; SIAE inh: 1; NR1D1 modulator: 7; TDP2 absorb: -11; rCAG binder: -8; LEDGF integ inh: 6; PRMT1 FP inh: -6; PG9 Ab binder: 2.0; ABHD4 inh: -2

Results for O=C(NCCCCc1ccccc1)c1cccc([N+](=O)[O-])c1 ?
TCR-CD3 inh: 2; HTRA1 inh: -10; SIAE inh: 0; NR1D1 modulator: 5; TDP2 absorb: 17; rCAG binder: -3; LEDGF integ inh: -4; PRMT1 FP inh: -1; PG9 Ab binder: 0.3; ABHD4 inh: -2

Results for Cn1c(SCc2ccccc2)nnc1-c1ccco1 ?
TCR-CD3 inh: 1; HTRA1 inh: 6; SIAE inh: -8; NR1D1 modulator: -5; TDP2 absorb: 6; rCAG binder: 1; LEDGF integ inh: -4; PRMT1 FP inh: 2; PG9 Ab binder: -2.2; ABHD4 inh: 0

What do the screens show for `Cc1ccc(NC(=O)CSc2nnc3ccccn23)cc1S(=O)(=O)N1CCOCC1`?
TCR-CD3 inh: 1; HTRA1 inh: 1; SIAE inh: -4; NR1D1 modulator: -3; TDP2 absorb: 4; rCAG binder: 2; LEDGF integ inh: -1; PRMT1 FP inh: 1; PG9 Ab binder: 2.1; ABHD4 inh: 4

How did O=C(Nc1ccc(Br)cn1)c1cccc(-c2cc3ccccc3oc2=O)c1 do in these assays?
TCR-CD3 inh: 7; HTRA1 inh: -10; SIAE inh: -61; NR1D1 modulator: 4; TDP2 absorb: 0; rCAG binder: 16; LEDGF integ inh: -1; PRMT1 FP inh: 2; PG9 Ab binder: -5.5; ABHD4 inh: -2

What do the screens show for `CCN1CC(CN(C)Cc2cn(-c3cccc(C)c3)nc2-c2cccc(F)c2)CC1=O` (stereo not given)?
TCR-CD3 inh: 5; HTRA1 inh: -74; SIAE inh: 2; NR1D1 modulator: -1; TDP2 absorb: -1; rCAG binder: -3; LEDGF integ inh: 0; PRMT1 FP inh: 2; PG9 Ab binder: 1.6; ABHD4 inh: -3

How did COc1cccc(C(=O)N[C@@H](C)C(=O)N2CCC3(CC2)NCCc2[nH]cnc23)c1 do in these assays?
TCR-CD3 inh: 2; HTRA1 inh: -4; SIAE inh: 2; NR1D1 modulator: -2; TDP2 absorb: -8; rCAG binder: 1; LEDGF integ inh: -2; PRMT1 FP inh: -2; PG9 Ab binder: 1.3; ABHD4 inh: -7

Results for COCCN1C(=O)c2cc(C(=O)Nc3ccc(C)c(F)c3)ccc2C1Nc1ccc(C)c(F)c1 (stereo not given) ?
TCR-CD3 inh: -3; HTRA1 inh: -3; SIAE inh: 3; NR1D1 modulator: 9; TDP2 absorb: 11; rCAG binder: 4; LEDGF integ inh: 3; PRMT1 FP inh: 1; PG9 Ab binder: -0.2; ABHD4 inh: -6

Results for O=C(COc1ccc(S(=O)(=O)Nc2ccccc2)cc1)NCc1ccncc1 ?
TCR-CD3 inh: 3; HTRA1 inh: 5; SIAE inh: -2; NR1D1 modulator: -2; TDP2 absorb: 6; rCAG binder: -4; LEDGF integ inh: -1; PRMT1 FP inh: -4; PG9 Ab binder: 0.1; ABHD4 inh: 8

How did O=C(c1ccc2ccccc2c1)c1c[nH]cc1-c1ccccc1 do in these assays?
TCR-CD3 inh: -6; HTRA1 inh: -9; SIAE inh: -3; NR1D1 modulator: 4; TDP2 absorb: 5; rCAG binder: 6; LEDGF integ inh: 0; PRMT1 FP inh: -1; PG9 Ab binder: 4.6; ABHD4 inh: -12

Results for Cc1ccc(S(=O)(=O)N2Cc3ccccc3CC2C(=O)Nc2ccc3c(c2)OCO3)cc1 (stereo not given) ?
TCR-CD3 inh: 0; HTRA1 inh: -30; SIAE inh: -2; NR1D1 modulator: 2; TDP2 absorb: 5; rCAG binder: 3; LEDGF integ inh: -1; PRMT1 FP inh: -2; PG9 Ab binder: 0.2; ABHD4 inh: 8

What do the screens show for `COC1=C[C@H](C(=O)NCc2ccc(Br)cc2)C(C)C(c2ccccc2)CC1=O` (stereo not given in full)?
SIAE inh: 1; NR1D1 modulator: 12; TDP2 absorb: 5; rCAG binder: 5; LEDGF integ inh: -3; PRMT1 FP inh: -2; ABHD4 inh: -4

How did Cc1ccc(NC(=O)c2cc([N+](=O)[O-])ccc2N2CCCC2)cc1 do in these assays?
TCR-CD3 inh: -7; HTRA1 inh: 1; SIAE inh: -6; NR1D1 modulator: 2; TDP2 absorb: 7; rCAG binder: 7; LEDGF integ inh: -1; PRMT1 FP inh: 2; PG9 Ab binder: -1.2; ABHD4 inh: -1

What do the screens show for `O=C(NCCN1C(=O)C2C3C=CC(C3)C2C1=O)NCc1ccccc1` (stereo not given)?
TCR-CD3 inh: 5; HTRA1 inh: 6; SIAE inh: -3; NR1D1 modulator: 1; TDP2 absorb: 9; rCAG binder: 1; LEDGF integ inh: 3; PRMT1 FP inh: -3; PG9 Ab binder: 0.5; ABHD4 inh: 0

Results for C=CCC1NS(=O)(=O)OCC1NC(=O)OCC(Cl)(Cl)Cl (stereo not given) ?
TCR-CD3 inh: 6; HTRA1 inh: 4; SIAE inh: 1; NR1D1 modulator: 1; TDP2 absorb: 5; rCAG binder: 0; LEDGF integ inh: 1; PRMT1 FP inh: 1; PG9 Ab binder: -0.8; ABHD4 inh: 3

Results for COc1ccc2oc(=O)c(C(=O)C[n+]3cccc(C)c3)cc2c1 ?
TCR-CD3 inh: 3; HTRA1 inh: 2; SIAE inh: 5; NR1D1 modulator: -2; TDP2 absorb: -8; rCAG binder: 5; LEDGF integ inh: 1; PRMT1 FP inh: -2; PG9 Ab binder: 0.8; ABHD4 inh: 6

How did Cc1cccc(OCc2nnc(SCC(=O)N3CCCC3)o2)c1 do in these assays?
TCR-CD3 inh: -8; HTRA1 inh: 2; SIAE inh: 1; NR1D1 modulator: 4; TDP2 absorb: 4; rCAG binder: -6; LEDGF integ inh: -1; PRMT1 FP inh: 0; PG9 Ab binder: -0.8; ABHD4 inh: 0

Results for COC(=O)C1C(=O)NCC1c1ccccc1 (stereo not given) ?
TCR-CD3 inh: 1; HTRA1 inh: -4; SIAE inh: 2; NR1D1 modulator: -2; TDP2 absorb: -1; rCAG binder: 3; LEDGF integ inh: 1; PRMT1 FP inh: -1; PG9 Ab binder: 1.2; ABHD4 inh: -7

Results for Cc1ccc(C(=O)NNC(=O)Cn2nnc3ccccc32)cc1 ?
TCR-CD3 inh: 5; HTRA1 inh: 0; SIAE inh: 3; NR1D1 modulator: 2; TDP2 absorb: -2; rCAG binder: -2; LEDGF integ inh: 3; PRMT1 FP inh: -2; PG9 Ab binder: -2.5; ABHD4 inh: -6

Of the compounds above, 2 contain a nitro group on carbon:
Results for O=C(NCCCCc1ccccc1)c1cccc([N+](=O)[O-])c1 ?
TCR-CD3 inh: 2; HTRA1 inh: -10; SIAE inh: 0; NR1D1 modulator: 5; TDP2 absorb: 17; rCAG binder: -3; LEDGF integ inh: -4; PRMT1 FP inh: -1; PG9 Ab binder: 0.3; ABHD4 inh: -2

How did Cc1ccc(NC(=O)c2cc([N+](=O)[O-])ccc2N2CCCC2)cc1 do in these assays?
TCR-CD3 inh: -7; HTRA1 inh: 1; SIAE inh: -6; NR1D1 modulator: 2; TDP2 absorb: 7; rCAG binder: 7; LEDGF integ inh: -1; PRMT1 FP inh: 2; PG9 Ab binder: -1.2; ABHD4 inh: -1

(more compounds)
Results for O=C1CC2(CCCCC2)Oc2ccc(O)cc21 ?
TCR-CD3 inh: -4; HTRA1 inh: 2; SIAE inh: 7; NR1D1 modulator: 3; TDP2 absorb: 9; rCAG binder: -2; LEDGF integ inh: 3; PRMT1 FP inh: 1; PG9 Ab binder: 2.7; ABHD4 inh: -1

Results for COc1ccc(S(=O)(=O)Nc2c(C)nn(C)c2C)cc1Br ?
TCR-CD3 inh: -6; HTRA1 inh: -1; SIAE inh: 8; NR1D1 modulator: 0; TDP2 absorb: 9; rCAG binder: 0; LEDGF integ inh: -1; PRMT1 FP inh: 3; PG9 Ab binder: 0.4; ABHD4 inh: 2

What do the screens show for `Cc1cc(C)[n+](-c2ccc(C(C)C)cc2)c2[nH]c(=O)[nH]c(=O)c12`?
TCR-CD3 inh: -1; HTRA1 inh: 2; SIAE inh: -2; NR1D1 modulator: 1; TDP2 absorb: 8; rCAG binder: -2; LEDGF integ inh: 2; PRMT1 FP inh: 1; PG9 Ab binder: 0.4; ABHD4 inh: 1

What do the screens show for `CCN(CC)S(=O)(=O)c1ccc(OC)c(NC(=O)c2cccc([N+](=O)[O-])c2C)c1`?
TCR-CD3 inh: 0; HTRA1 inh: -9; SIAE inh: -6; NR1D1 modulator: -1; TDP2 absorb: 6; rCAG binder: -5; LEDGF integ inh: 0; PRMT1 FP inh: 2; PG9 Ab binder: 0.6; ABHD4 inh: -4

How did CCC(C)NC(=O)CC(c1ccccc1)c1cc(C)ccc1O (stereo not given) do in these assays?
TCR-CD3 inh: -3; HTRA1 inh: 3; SIAE inh: 7; NR1D1 modulator: 1; TDP2 absorb: -7; rCAG binder: -1; LEDGF integ inh: -6; PRMT1 FP inh: 2; PG9 Ab binder: -3.5; ABHD4 inh: 8

Results for Cc1ccc(Nc2nc(=O)c3cc([N+](=O)[O-])ccc3s2)cc1 ?
TCR-CD3 inh: 8; HTRA1 inh: 5; SIAE inh: -12; NR1D1 modulator: 0; TDP2 absorb: 2; rCAG binder: 5; LEDGF integ inh: 7; PRMT1 FP inh: -1; PG9 Ab binder: 1.0; ABHD4 inh: -3

Compound activity (PubChem)
